Compound activity from PubChem BioAssay.
C2C12 statin: suppressors of simvastatin-induced myotoxicity in C2C12 myotubes. hit rate 0.78% among 330,000. ATP luminescence, 48 h; scaled: DMSO 0, geranylgeraniol control 100. rescue of ATP level, % at 7.49 µM. AID 602340;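 active = mean ATP rescue above about 67%, or every replicate alone reaching that limit, limit read from the data, passing the limit was not always enough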;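 note: myotubes were challenged with 10 µM simvastatin during compound exposure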
ARNT-TACC3 inh: ARNT/TACC3 interaction disruption; hit rate 0.66% among 390,000; AlphaScreen His-ARNT PAS-B/GST-TACC3 binding, luminescence; TACC3 fragment carries E629A point mutation; AID 623870; inhibition, % at 9.99 µM;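 active = mean inhibition of replicates at least 50% and at least half of replicates each reaching 50%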;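 note: 0% = complete ARNT plus TACC3 wells and 100% = ARNT alone without TACC3; many hits fall short of the cut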
Cneo AK release: Cryptococcus neoformans lysis via adenylate kinase release | C. neoformans lysis, adenylate kinase release luminescence, 4 h; normalised: neutral wells 0, clomiphene wells 100 | lysis activity, % at 15 µM | hit rate 0.2% among 360,000 | AID 651654;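 active = mean lysis activity across replicates of at least 80%, whatever share of replicates individually reach that level; inactive = mean lysis activity below 80%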
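Schedule: static 4 h at 37 °C with compound, 1 h detection; system: C. neoformans cells; benchmarks: Clomiphene as positive control; buffer or medium: fresh YPD medium; measure: luminescence rise reflecting yeast cell lysis; measured by: luminescent adenylate kinase detection reagent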
LGR2 inh: blocks bursicon-induced cAMP signaling via Drosophila LGR2; AID 720647; hit rate 0.35% among 380,000; inhibition, % at 9.99 µM; HEK293 LGR2, CRE-luciferase, bursicon-stimulated, 4 h;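 active = drop in luminescence signal, shown as inhibition above about 50% in the replicate tests, limit read from the data, passing the limit was not always enough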;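 note: agonist challenge used bursicon conditioned medium at about half maximal strength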
PAX8 reporter: lowers PAX8-driven luciferase in RMG-I cells; RMG-I TPO-luciferase reporter, SteadyGlo, 24 h; hit rate 1.2% among 360,000; AID 652154; inhibition, % at 12.6 µM;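 active = mean replicate inhibition at least 60% with every replicate also reaching 60%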;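 note: luciferase light reporting Pax8 driven TPO promoter activity; plate controls were median of neutral control wells for no effect and mitoxantrone controls for full effect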
PglD inh: inhibitors of Campylobacter jejuni PglD acetyltransferase. purified PglD enzyme, DTNB colorimetric CoA detection. inhibition, % at 12.5 µM. hit rate 0.098% among 360,000; in the data active = inhibition above about 16%, passing the limit was not always enough; note: strong numbers were not always called active
PGC1a acetyl inh: PGC1a acetylation modulation, inhibitor mode; AID 651687; U2OS PGC1a acetylation, AlphaScreen anti-acetyl-lysine; with virally co-expressed GCN5 acetyltransferase; hit rate 0.17% among 350,000; inhibition, % at 15.6 µM;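 active = every replicate shows inhibition of at least 40%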;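 note: 0% = neutral control wells and 100% = positive control wells; some results beyond the cut were filed as inactive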
GSIS activator: GLuc luminescence reporter in INS-1E cells, primary screen for activators of glucose-dependent secretion of insulin | INS-1E GLuc reporter insulin secretion, 2-3 h | activation, % at 16.6 µM | hit rate 0.61% among 370,000;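 active = lowest replicate activation of at least 40%, so every replicate reaches that level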;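 note: 0% = median of neutral control wells and 100% = median of IBMX positive control wells; some compounds called inactive have numbers as strong as hits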
An asterisk follows results filed as active; x = no result given. An unsorted share of the library, and some 2.9% of all compounds hit somewhere here.

SMILES	C2C12 statin	ARNT-TACC3 inh	Cneo AK release	LGR2 inh	PAX8 reporter	PglD inh	PGC1a acetyl inh	GSIS activator
CC(C)N(Cc1ccccc1)C(=O)COC(=O)c1cnc(Cl)c(Cl)c1	2	0	2	x	-14	-3	-13	x
Cc1noc(C)c1S(=O)(=O)Nc1ccc2c(c1)C(=O)N([C@H](C)CO)C[C@@H](C)[C@@H](CN(C)Cc1ccc(C(F)(F)F)cc1)OCCCC[C@@H](C)O2	x	-3	6	-9	59	1	-5	-26
O=C(COC(=O)c1ccccc1NCCO)Nc1cc(C(F)(F)F)ccc1N1CCOCC1	x	-36	-2	-13	16	8	-5	7
O=C1C2CC=CCC2C(=O)N1c1ccc(NCCc2ccc(O)cc2)c([N+](=O)[O-])c1 (stereo not given)	x	5	x	2	-17	x	1	-53
Cc1ccccc1NS(=O)(=O)c1ccc2[nH]cc(C(=O)N(C)Cc3ccco3)c(=O)c2c1	24	0	-1	x	x	-2	4	x
CN(Cc1ccccc1)C(=O)c1ccc2sc([C@@H]3O[C@H](CO)[C@H](O)[C@H](O)[C@H]3O)nc2c1	-6	x	-1	14	-5	2	-1	-4
Cc1ccc(C2=NNC(c3ccc(Cl)cc3)=Nc3ccccc32)o1	0	-15	3	-15	17	0	x	-26
Cc1ccc2[nH]c(=O)c(CN(Cc3ccco3)S(=O)(=O)c3c(C)ccc4nsnc34)cc2c1	7	-10	1	-6	x	1	x	9
O=S(=O)(c1ccccc1)[C@@]1(c2ccccc2)C[C@@H]2ON=C(c3cccc(Br)c3)[C@@H]2C1	-2	-4	-2	4	42	0	-3	-10
CC(=O)Nc1ccc2c(CSc3nnc(N)s3)cc(=O)oc2c1	x	-1	x	-3	-1	x	11	4
CSc1ccc(-c2cc3c(c4c2ccn4C)C2CCC3O2)cc1 (stereo not given)	8	x	0	-14	-23	-3	8	-1
COCCNC(=O)Cn1cc(/C=C(\C#N)C(=O)NC2CC2)c2ccccc21	6	-12	x	4	3	x	x	x
COc1ccc(CCNC(=O)COC(=O)/C=C/c2cc(OC)c(OC)c(OC)c2)cc1OC	-1	-3	-1	16	0	0	-30	3
O=C(Nc1ccc2oc(-c3ccccc3F)nc2c1)c1cncc(Br)c1	-11	-9	9	x	-75	-1	-3	x
C[C@@H]1CN([C@H](C)CO)C(=O)Cc2cc(NC(=O)Nc3ccc(C(F)(F)F)cc3)ccc2O[C@H]1CN(C)Cc1ccc(C(F)(F)F)cc1	6	13	-1	-1	-20	-1	0	8
Cn1c(SCc2ccc(Cl)cc2Cl)nc(C(F)(F)F)cc1=O	-10	5	-1	x	x	6	-1	65*
O=C(CNC(=O)c1ccncc1)N/N=C/c1ccccc1[N+](=O)[O-]	x	0	x	-2	0	x	x	13
COc1ccc(S(=O)(=O)N(C)CC(=O)NCCC2=CCCCC2)cc1C	x	-16	-7	x	x	-2	-5	x
Cc1cc(C)nc(NNC2=CC(=[N+]3CCCCC3)CC(C)(C)C2)n1	x	-33	x	-21	6	x	-6	-4
C[C@H]1CN([C@@H](C)CO)C(=O)c2cc(NC(=O)CCCCCC(=O)Nc3ccccc3N)ccc2O[C@H]1CN(C)Cc1ccc(Oc2ccccc2)cc1	x	x	x	-6	34	x	13	-11
C[C@@H]1CN([C@@H](C)CO)C(=O)c2cc(NC(=O)CCCN(C)C)ccc2O[C@@H]1CN(C)Cc1ccc(Oc2ccccc2)cc1	-24	20	7	-4	5	-4	-2	12
CCc1ccc(CN2CCSCC2)cc1	-1	-6	-2	6	9	-2	3	-4
C[C@@H]1CN([C@@H](C)CO)S(=O)(=O)c2ccc(-c3ccccc3)cc2O[C@@H]1CN(C)S(=O)(=O)c1ccccc1F	-50	8	-9	5	44	3	5	-3
CC(=O)N1CCN(c2ccc(NC(=O)c3ccc(Cl)cc3)cc2)CC1	-3	5	-3	-1	-15	-3	-9	-4
CCCCOC(=O)Oc1ccc2c(=O)c(Oc3cccc(C)c3)coc2c1	x	-1	x	-49	-65	x	3	x
Cc1cc(C)cc(NC(=O)CN(C)S(=O)(=O)c2cccc3nsnc23)c1	x	5	-1	x	15	-11	8	x
Cc1ccc(C)c(S(=O)(=O)N2CCN(C(=O)Cc3sc(C)nc3-c3ccc(F)cc3)CC2)c1	1	-3	1	-14	9	8	3	-18
CCN(c1ccc(N=Cc2c(O)n(Cc3ccc(OC)cc3)c(=O)c3ccccc23)cc1)C(C)C	x	0	x	1	8	x	6	-4
O=C(NCCc1ccc(S(=O)(=O)N2CCCC2)cc1)c1cccs1	11	6	1	x	x	-12	6	x
Cc1cc(C(=O)Nc2nc(-c3ccccn3)cs2)ccc1[N+](=O)[O-]	x	30	x	5	25	x	7	2
Cc1noc(C)c1COc1cccc(C(=O)NCCc2c[nH]c3ccccc23)c1	x	4	x	3	13	x	4	-18
CN1C(=O)Cc2cc(S(=O)(=O)NCCc3ccccc3)ccc21	-1	-7	6	-8	6	2	3	21
O=C(COC(=O)C12CC3CC(CC(C3)C1)C2)Nc1ccc([N+](=O)[O-])cc1Cl	x	-5	x	1	-3	-9	8	-12
COc1ccc(CN(C)C[C@H]2OCCCC[C@H](C)Oc3ccc(NS(=O)(=O)c4ccc(C)cc4)cc3C(=O)N([C@@H](C)CO)C[C@@H]2C)cc1	x	-6	24	24	-6	0	1	-30
O=C(c1ccc(Cn2c(=S)[nH]c3ccc(N4CCOCC4)cc3c2=O)cc1)N1CCC(N2CCCCC2)CC1	x	5	x	-44	4	x	-12	-32
Cc1ccc(OCC(=O)Nc2ccc3c(c2)nc(CCN2CCN(c4ccccn4)CC2)n3C)cc1	-32	x	-1	-1	52	-3	x	11
COc1ccc(/C=N/NC(=O)c2sc(C)nc2C)cc1	-4	4	x	-14	-8	x	7	-10
O=C(CNC(=O)N1CC(=O)Nc2ccccc21)NCc1ccc(Cl)cc1	-8	2	1	-17	-13	-1	21	9
COc1ccc(/C(O)=C2/C(=O)C(=O)N(CCCC(=O)O)C2c2ccc(OC)cc2)cc1 (stereo not given)	37	4	2	x	x	0	7	x
Cc1c(N(C)S(=O)(=O)c2ccc(Cl)c(C(=O)NCC3CCCO3)c2)c(=O)n(-c2ccccc2)n1C (stereo not given)	-4	-7	0	2	-14	-2	x	1
CS(=O)(=O)N(CC(=O)N1CCCCC1)C1CCCCC1	-3	-4	x	x	x	x	-4	17
CCOC(=O)C1CCN(C(=O)CCc2ccccc2)CC1	x	x	-1	x	x	3	0	3
C[C@H](NC(=O)C[C@@H]1C[C@@H]2c3cc(NC(=O)CC4CC4)ccc3O[C@@H]2[C@@H](CO)O1)c1ccccc1	-1	-6	0	12	x	0	8	3
COc1ccc2sc(-c3ccc(S(C)(=O)=O)cc3)c(-c3ccc(SC)cc3)c2c1	-9	20	-1	-20	17	0	7	-1
CN1CCN(C(c2cccs2)c2nnnn2Cc2ccc(F)cc2)CC1 (stereo not given)	x	-4	x	-20	-8	x	-7	-1
CN(C)c1ccc(N=Nc2ccccc2C(=O)OCC(=O)NCC2CCCCC2)cc1	x	9	x	0	-35	x	x	-13
CCc1nnc(NC(=O)CCC(=O)NC2CCCCC2)s1	-9	-12	3	x	x	-2	-15	x
C[C@@H]1CN([C@H](C)CO)C(=O)CCCn2nncc2CO[C@H]1CN(C)CC1CCCCC1	11	-12	-2	2	5	0	-9	2
COC(=O)C1=C[C@@H](C(=O)OC)C2C3=C(C(=O)C24CCCCC4)[C@H](C)n2c(=O)n(C)c(=O)n2[C@@H]3C1 (stereo not given in full)	3	x	2	13	4	6	x	0
NC(=O)C1CCN(CCC(=O)Nc2cccc(Cl)c2)CC1	-1	5	1	x	-25	-1	5	x
CC(=O)Nc1cccc(Oc2ncnc3scc(-c4ccc(C(C)C)cc4)c23)c1	2	-38	1	1	8	1	-4	18
CC1(C)CC(=O)C(=Cc2cn(CCC#N)nc2-c2ccc(Cl)cc2)C(=O)C1	x	-6	x	-5	-11	x	8	-12
O=C(CSc1nc2ccccc2c(=O)n1Cc1ccco1)N1CCCCCC1	16	3	3	x	26	0	-16	x
CC(=O)[C@@H]1[C@@H](C)N(Cc2ccccc2)C(=O)N[C@H]1c1ccccc1	-4	1	0	0	15	3	x	-2
COc1ccc(N2CCN(C(=O)CCS(=O)(=O)c3ccc(C)cc3)CC2)cc1	0	1	-7	-14	12	2	4	-8
CC(C)Nc1ccc(-n2nc3ccccc3[n+]2[O-])cc1	2	0	-13	21	-17	-1	4	-2
CCc1nc2ccc(C(=O)N3CCN(C)CC3)cn2c1N(CCC(C)C)CCN(C)C	1	x	0	-16	-12	-1	x	25
Cc1cc(C)c(OCC(=O)OCC(=O)NCc2ccco2)c(C)c1	-5	x	-2	5	4	2	-3	13
COc1ccc(OCCOC(=O)c2cccc(-n3cnnn3)c2)cc1	16	-13	5	x	-51	-3	0	x
C=C1CCN([C@H](C(=O)NCc2ccccc2)C(C)C)S(=O)(=O)c2ccccc21	4	-8	1	4	20	1	5	4

Part of the list above in order of formula weight, highest first:
SMILES	C2C12 statin	ARNT-TACC3 inh	Cneo AK release	LGR2 inh	PAX8 reporter	PglD inh	PGC1a acetyl inh	GSIS activator
Cc1ccc2[nH]c(=O)c(CN(Cc3ccco3)S(=O)(=O)c3c(C)ccc4nsnc34)cc2c1	7	-10	1	-6	x	1	x	9
O=C(CSc1nc2ccccc2c(=O)n1Cc1ccco1)N1CCCCCC1	16	3	3	x	26	0	-16	x
O=C(CNC(=O)N1CC(=O)Nc2ccccc21)NCc1ccc(Cl)cc1	-8	2	1	-17	-13	-1	21	9

Further structures follow.
SMILES	C2C12 statin	ARNT-TACC3 inh	Cneo AK release	LGR2 inh	PAX8 reporter	PglD inh	PGC1a acetyl inh	GSIS activator
C[C@@H]1CN([C@@H](C)CO)C(=O)c2cc(C3=CCCCC3)cnc2O[C@H]1CN(C)Cc1ccc(C(=O)O)cc1	0	22	2	3	-10	1	16	23
COc1ccc(C(=O)COC(=O)c2c(C)noc2C)cc1Cl	-1	-41	0	x	-3	-2	-4	x
Cc1ccc(C(c2nnnn2CS(=O)(=O)c2ccc(C)cc2)N2CCCC2)cc1 (stereo not given)	x	-4	x	-2	-1	x	x	-2
CCCCC#Cc1ccc(C(=O)NNC(=O)Nc2ccccc2)o1	3	1	x	-4	-1	x	x	3
Cc1ccc(SCC(=O)Nc2ncc(C)s2)cc1	2	1	1	x	-33	-1	0	x
CN1C(=O)c2cc(NC(=O)Nc3ccccc3F)ccc2OC[C@H]2O[C@H](CC(=O)NCCc3ccncc3)CC[C@@H]21	-17	6	3	0	-3	-2	3	3
O=c1[nH]c2c(s1)C(c1ccccc1)C1C3CCC(C3)C1S2 (stereo not given)	-10	-2	2	x	x	4	-30	x
CCN(c1ccc(NC(=O)COC(=O)c2ccc(C)s2)cc1)C(C)C	5	14	3	14	9	4	0	-22
O=C(/C=C/c1ccccc1)C1=C(O)C(=O)N(CCO)C1c1ccccc1[N+](=O)[O-] (stereo not given)	x	6	x	-1	14	x	x	-3
COc1ccc(C2CC(c3ccccc3Cl)Nc3ncnn32)cc1OC (stereo not given)	-1	0	2	x	x	-3	14	x
COCCCNC(=O)CCC(=O)NNc1nc2ccccc2c2nc(-c3ccccc3)nn12	5	2	1	-15	20	0	x	-8
COc1ccc(NC(=O)c2cc(S(=O)(=O)N3CCOCC3)ccc2C)cc1S(=O)(=O)N1CCCCC1	5	2	-2	3	10	3	-8	-11
O=C(NCCN1C(=O)C2C3C=CC(C3)C2C1=O)Nc1ccccn1 (stereo not given)	5	0	1	2	-12	-1	1	-5
CC(C)Oc1cccc(C(=O)NC(=S)Nc2cccnc2)c1	x	1	x	-21	-23	x	x	38
C#CCN1C=CC(=O)[C@@H](OC(=O)Nc2ccc(Br)cc2)[C@H]1c1ccccc1Br	10	-1	-1	13	8	3	6	-29
O=[N+]([O-])c1ccc(NN=Cc2ccccc2)nc1	x	-5	x	-41	-129	x	x	4
